ASAP1 inh – inhibitors of human ASAP1 ArfGAP activity; inhibition, % at 16.5 µM; 0.19% of 360,000 active; Q9ULH1; ASAP1-stimulated ARF1 GTP hydrolysis, GDP FP detection; in the data active = inhibition above about 25%;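 note: 0% = vehicle with enzyme and substrate and 100% = no enzyme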
Tn7 DDE FP – disrupts Tn7 cyclic peptide binding to fibrin D-Dimer-E complex | FP displacement of FITC-Tn7 peptide from fibrin DD(E); 0% = median of compound wells per plate | inhibition, % at 8.3 µM | 0.13% of 370,000 active;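 active = inhibition above the mean of compounds falling within the control limits plus 3 SD of them, cut at about 14% in these data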;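 note: 0% = plate median of compound wells and 100% = 10 µM Aha-Tn7 peptide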
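System: human fibrin DD(E); quantity: Fibrin-DD(E) at 2 µM final; also added: fluorescent Tn7 probe at 0.1 µM; compound dosing: single nominal test concentration of 8.3 µM per compound; schedule: 10 min preincubation, 3 h with tracer, room temperature; detection: fluorescence polarization of the labelled Tn7 tracer; repeats: one replicate per compound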
NR1D1 modulator – modulators of human Rev-erb alpha DNA binding; activity, % at 10 µM; Rev-erbα–FITC-DNA binding, fluorescence polarization, 90 min; 0.79% of 370,000 active; P20393;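 active = activity above about 14%, limit read from the data; passing the limit was not always enough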;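 note: 0% = DMSO wells with 35 nM protein and 100% = DMSO wells with 750 nM protein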
ARFGAP1 inhibitor – inhibitors of rat ARFGAP1; Q62848; 0.26% of 360,000 active; AID 651572; Arfgap1-stimulated ARF1 GTP hydrolysis, GDP FP detection; inhibition, % at 16.5 µM;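 active = inhibition above a per-plate limit, mean inhibition of low control wells plus 3 SD, cut at about 25% in these data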;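 note: 0% = DMSO wells with enzyme and 100% = wells lacking Arfgap1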
Target sequence (Q62848 1-136 limits assumed): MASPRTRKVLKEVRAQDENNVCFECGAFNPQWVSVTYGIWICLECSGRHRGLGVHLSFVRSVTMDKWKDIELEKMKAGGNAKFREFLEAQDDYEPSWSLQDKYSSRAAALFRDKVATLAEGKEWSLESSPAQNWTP
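System: truncated rat Arfgap1 GAP domain / Medium: HEPES-based buffer, pH 7.5 / Also added: N-terminally truncated human ARF1-GTP substrate / Incubation: enzyme reaction 120 min at 25 °C after 20 min preincubation / Measured by: FP of antibody-bound GDP Alexa 633 tracer, ex 620/em 688 nm / Replicates: singlicate, each compound tested once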
proKLK7 act – activates the human kallikrein-7 zymogen | P49862 | purified proKLK7, EDANS-DABCYL substrate fluorescence; 100% is mature enzyme control, 0% vehicle | activation, % at 7 µM | 0.9% of 370,000 active | AID 652039;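 active = activation above the mean of all tested compounds plus 3 SD, computed per campaign excluding outliers beyond control limits, cut at about 13% in these data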
PLCg1 inh – inhibitors of human phospholipase C gamma1; 0.84% of 370,000 active; purified PLC-gamma1, fluorogenic substrate, fluorescence; P19174; inhibition, % at 12.2 µM; in the data active = inhibition above about 9.5%
Tn6 DDE FP – DD(E)-Tn6 binding inhibition, primary FP screen; inhibition, % at 8.3 µM; P02675; AID 720509; 0.21% of 370,000 active; Fibrin DD(E) TRITC-Tn6 fluorescence polarization displacement;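 active = inhibition above a per-campaign cutoff: mean of compounds within control limits plus 3 SD, cut at about 15% in these data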;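 note: 0% = median of all compound wells on the plate and 100% = blocking peptide control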
PLC-beta3 inh – PLC-beta3 (human) inhibition, primary screen. inhibition, % at 12.2 µM. 0.18% of 370,000 active. Purified PLC-beta3, fluorogenic substrate, fluorescence; in the data active = inhibition above about 11%;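 note: 0% = median of compound wells on plate and 100% = full blocker control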
UHRF1 binding – UHRF1 methyl-DNA binding inhibition | inhibition, % at 4.4 µM | UHRF1 binding to methylated oligo, TR-FRET | 0.75% of 370,000 active | AID 687016 | Q96T88; in the data active = inhibition above about 21%;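 note: UHRF1 SRA domain binding a hemimethylated CpG hairpin DNA probe; 0% = median of test compound wells and 100% = reference inhibitor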
Target sequence (Q96T88 whole entry, looked up, the tested form may be a part): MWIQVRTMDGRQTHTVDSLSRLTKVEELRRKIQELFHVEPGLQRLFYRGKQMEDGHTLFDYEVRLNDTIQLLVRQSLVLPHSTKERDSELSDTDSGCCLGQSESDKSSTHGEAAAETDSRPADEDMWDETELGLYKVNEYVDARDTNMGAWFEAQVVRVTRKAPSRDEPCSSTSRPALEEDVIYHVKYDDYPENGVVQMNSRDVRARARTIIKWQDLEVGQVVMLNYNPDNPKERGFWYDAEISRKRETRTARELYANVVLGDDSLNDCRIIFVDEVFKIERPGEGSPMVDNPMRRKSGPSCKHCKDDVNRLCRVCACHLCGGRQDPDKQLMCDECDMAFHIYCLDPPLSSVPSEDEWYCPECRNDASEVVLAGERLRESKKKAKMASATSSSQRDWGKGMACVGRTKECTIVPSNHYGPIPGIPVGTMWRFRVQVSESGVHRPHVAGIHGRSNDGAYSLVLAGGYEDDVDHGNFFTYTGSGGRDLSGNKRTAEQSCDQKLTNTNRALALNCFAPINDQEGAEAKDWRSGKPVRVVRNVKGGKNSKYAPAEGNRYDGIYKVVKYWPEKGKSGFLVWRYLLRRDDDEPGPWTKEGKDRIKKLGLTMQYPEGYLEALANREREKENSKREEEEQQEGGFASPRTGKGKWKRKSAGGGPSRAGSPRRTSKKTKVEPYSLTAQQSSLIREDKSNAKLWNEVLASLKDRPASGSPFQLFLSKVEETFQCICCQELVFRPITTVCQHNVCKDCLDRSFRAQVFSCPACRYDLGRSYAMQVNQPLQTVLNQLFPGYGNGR
sPLA2-III inh – Blocks human group III sPLA2 activity. inhibition, % at 12.2 µM. QFRET BODIPY PC-A2 liposome hydrolysis, fluorescence. AID 743126. Q9NZ20. 0.56% of 370,000 active;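 active = inhibition above mean plus 3 SD of compounds lying within the high and low control bounds, cut at about 19% in these data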;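 note: 0% = median of test compound wells and 100% = no enzyme DMSO wells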
Active calls of the source: *; i = inactive; · = no result given.

SMILES	ASAP1 inh	Tn7 DDE FP	NR1D1 modulator	ARFGAP1 inhibitor	proKLK7 act	PLCg1 inh	Tn6 DDE FP	PLC-beta3 inh	UHRF1 binding	sPLA2-III inh
CC(C)CCC(CC(C)O)C(=O)NNC(=S)Nc1ccccc1 (configuration not stated)	-4.4	6.8	4.1	-7.4	-0.2	-1.2	2.6	-3.0	0.4	4.9
COc1ccccc1NS(=O)(=O)c1cc(NC(=O)c2sccc2C)ccc1N1CCOCC1	3.3	1.4	1.4	8.2	0.0	-0.4	-3.3	-10.4	0.4	3.0
FC(F)(F)c1ccccc1NC(=S)N1CCN(c2ncccn2)CC1	9.0	0.5	0.3	15.3	0.3	-4.2	4.3	-0.9	5.2	8.0
Cc1noc(C)c1C(=O)Nc1c(F)cc(F)cc1Br	-3.5	-4.9	4.2	-5.5	-0.1	6.2	4.5	-1.0	1.9	3.4
Cc1cccnc1NC(=O)c1ccc2c(c1)OCCO2	-12.2	6.4	-1.7	-3.9	-0.1	1.7	4.6	-5.2	-0.8	7.6
CC(C)(C)OC(=O)NCc1ccc(NC(=O)c2nc[nH]c2C(=O)N[C@@H](Cc2ccccc2)C(=O)OCc2ccccc2)cc1	7.6	-2.7	4.2	13.0	-4.0	0.8	-5.0	0.1	-1.6	-8.3
CCN(Cc1ccccc1)C(=S)Nc1cc(C(=O)OC)ccc1C(=O)OC	7.8	-8.2	-0.8	2.2	-0.1	-52.5	5.2	-57.3	5.1	-1.8
Cc1c(C(=O)N2CCC(C)CC2)sc2ncnc(N3CCN(c4ccccc4)CC3)c12	9.2	5.9	1.6	9.5	0.4	-1.1	-0.1	-3.1	-1.2	-1.1
CC(C)CN1CN2CCc3ccccc3C2CS1(=O)=O (configuration not stated)	·	-0.8	-3.5	·	0.2	0.4	-8.7	-0.3	-0.5	0.3
Cc1cc(Cl)ccc1OCC(=O)NCCCn1ccnc1	-19.6	-3.0	1.9	-5.3	-0.4	3.0	2.4	4.8	-1.1	-3.7
COc1ccc(NC(=O)c2nc[nH]c2C(=O)N(C)Cc2ccccc2)cc1	-0.4	9.7	-3.2	7.4	0.2	1.5	-3.4	2.0	0.1	-15.7
C/C(=N\OC(=O)c1ccc(Cl)c(Cl)c1)c1sc(C)nc1C	-22.2	-3.5	6.7	5.8	-0.1	-0.7	3.7	2.8	-1.1	-5.5
CCc1ccc(NC(=O)Cn2cc([N+](=O)[O-])nc2C)cc1	-11.2	2.4	-1.9	2.0	0.4	-0.6	2.9	-0.3	1.9	8.5
O=C(O)CCCCn1c(SCc2cc(=O)n3cc(Cl)ccc3n2)nc2ccsc2c1=O	-1.8	2.9	0.6	-2.4	0.0	-0.1	0.2	-3.9	0.6	10.5
CC(=O)c1cccc(NC(=O)CN(c2cccc(F)c2)S(C)(=O)=O)c1	12.4	-1.8	1.6	7.2	0.4	1.0	-3.0	3.2	1.4	4.4
Cc1ccc2sc(C)[n+](CCCS(=O)(=O)[O-])c2c1	-15.4	3.9	1.3	-9.4	0.2	-1.6	8.6	-0.8	-1.8	-3.5
CC(C)c1c(O)nc(SCC(=O)Nc2ccc3c(c2)CCC3)[nH]c1=O	-15.3	-2.2	2.2	4.3	-0.1	8.4	-0.5	0.7	9.6	6.7
CC(C)c1cc(C(=O)NCCc2cccs2)c(N)s1	-7.0	-5.3	2.9	11.1	0.3	-5.2	1.2	-10.3	-1.2	6.6
Cc1cc(C)c(C(=O)COC(=O)CCNS(=O)(=O)c2c(Cl)cccc2Cl)cc1C	-1.9	0.3	0.3	1.9	0.1	2.7	-2.8	1.0	7.0	-70.5
COc1ccc(CNC(=O)c2sc(=O)n(Cc3ccc(S(=O)(=O)N(C)C)cc3)c2C)cc1	-5.8	1.1	-3.1	14.0	0.1	-2.0	1.3	-5.1	-0.4	-7.2
COc1ccccc1N1CCN(C(=O)CSc2nc(-c3ccccc3)cc(=O)[nH]2)CC1	2.9	-4.0	-1.9	2.5	-0.6	-3.5	0.0	-2.3	-0.7	-8.2
NC(=S)N=Nc1c(O)n(Cc2ccccc2)c2ccccc12	-7.3	4.0	0.0	-0.8	0.4	5.5	-9.3	0.7	2.3	14.6
CCOC(=O)CNC(=O)N(C)[C@H]1C[C@H]2c3[nH]c4ccccc4c3CCN2C(=O)[C@H]1[C@H](C)O	-14.8	5.5	-2.5	-11.3	73.0*	i	1.9	i	-3.6	7.5
COc1ccccc1OCCNC(=O)c1cccc(S(=O)(=O)N2CCN(C)CC2)c1	18.1	-5.5	-1.8	-2.4	0.5	2.8	2.1	-3.9	-1.7	-2.1
CC(=O)c1c(C)[nH]c(C(=O)OCc2cccc(Cl)c2)c1C	-0.3	-8.4	3.6	5.9	0.0	4.0	-0.1	-1.9	-2.4	-17.1
O=C(O)c1ccc(N=Nc2c(-c3ccccc3)[nH]oc2=O)cc1	-5.4	-0.8	6.7	7.7	0.3	2.2	9.4	0.3	-0.8	3.4
O=C(NCCc1cccs1)C(c1ccccc1)c1ccccc1	-17.5	4.6	-2.4	-16.8	0.8	-1.0	-1.1	-8.5	0.2	-2.8
CCCCCC(=O)N1C[C@@H](O)[C@H](n2cc(-c3ccc(F)cc3)nn2)C[C@@H]1c1ccc(OC)cc1	3.0	-9.3	-2.2	2.3	-0.1	2.5	-2.1	3.7	1.9	-8.5
O=C1C(=O)N(O)C2CCCCC2N1O (configuration not stated)	0.5	8.8	-5.4	1.7	-0.1	1.6	-2.2	0.9	1.3	13.1
COc1ccc(C(=O)N=c2sc3c(C)ccc(OC)c3n2C)cc1OC	6.7	-4.2	13.6	7.2	-3.6	-56.9	-5.1	-100.1	-0.8	-2.6
O=C(Oc1ccc(Cl)cc1)c1ccc2nccnc2c1	0.7	4.5	-3.4	9.7	-0.3	-0.3	-3.3	2.1	-0.9	5.1
CCC1(CC(C)C)SC(N)=NC1=O (configuration not stated)	-22.0	-4.0	2.7	2.0	0.3	2.9	1.5	4.0	0.8	-0.4
Cc1ccc(C)c(OCC(=O)Nc2ccc(S(=O)(=O)Nc3ccccn3)cc2)c1C	-1.4	1.9	0.0	7.6	0.4	-15.4	1.3	-14.5	1.8	-27.2
CC(C)NC(=O)C1(C)CCCN1Cc1csc2ccccc12 (configuration not stated)	-9.3	1.8	9.7	1.6	0.4	2.6	1.2	0.4	-1.0	-4.9
Cc1cc(C(=O)O)c(S(C)(=O)=O)s1	-4.4	-7.5	-2.5	-9.5	0.7	0.4	-3.9	0.8	-1.9	0.9
O=S(=O)(Nc1ncccn1)c1ccc(-n2cnnn2)cc1	-14.0	0.4	6.0	1.4	0.0	-0.1	-0.2	0.4	-1.6	-3.3
COC(=O)C(c1ccccc1)C(C(=O)OC)c1ccccc1 (configuration not stated)	-6.5	11.0	10.0	3.3	-0.5	-1.9	6.9	-5.0	-0.3	0.5
COc1ccc(NC(=O)CN(C)C(=O)Cc2ccc(-c3ccccc3)cc2)cc1	-7.4	-4.6	7.2	-8.0	-0.2	-5.1	4.0	-3.7	-1.3	-10.4
Cc1ccc2c(CC(=O)OCC(=O)Nc3ccc(Cl)cn3)coc2c1	4.9	4.6	4.6	-0.8	-0.9	-11.0	5.8	-18.0	-1.6	-6.0
CC1CCC(C(C)C)C(OC(=O)C[n+]2cc(-c3ccc(Cl)cc3)n3c2CCCCC3)C1 (configuration not stated)	0.3	-10.5	-3.7	2.0	0.5	5.8	-6.8	2.8	1.9	-8.6

With a hit mark in proKLK7 act, of those listed so far:
SMILES	ASAP1 inh	Tn7 DDE FP	NR1D1 modulator	ARFGAP1 inhibitor	proKLK7 act	PLCg1 inh	Tn6 DDE FP	PLC-beta3 inh	UHRF1 binding	sPLA2-III inh
CCOC(=O)CNC(=O)N(C)[C@H]1C[C@H]2c3[nH]c4ccccc4c3CCN2C(=O)[C@H]1[C@H](C)O	-14.8	5.5	-2.5	-11.3	73.0*	i	1.9	i	-3.6	7.5

Next section
SMILES	ASAP1 inh	Tn7 DDE FP	NR1D1 modulator	ARFGAP1 inhibitor	proKLK7 act	PLCg1 inh	Tn6 DDE FP	PLC-beta3 inh	UHRF1 binding	sPLA2-III inh
CCN1CCN(c2nc(N)c([N+](=O)[O-])c(Nc3cccc(C)c3)n2)CC1	-0.1	2.5	2.4	11.1	-0.9	-0.8	2.0	-0.1	4.5	6.1
C/C(=N\NC(=O)C1CC1)c1ccc(OC(F)F)cc1OC(F)F	14.0	-3.7	3.1	7.9	-0.3	0.0	2.4	-7.9	-3.5	0.0
COC(=O)/C(C#N)=C/c1cc(C)sc1C	-1.2	3.3	-1.2	11.6	-0.1	-0.1	2.8	-6.9	-0.6	1.4
Oc1ccccc1C(=S)N1CCN(C(=S)c2ccccc2O)CC1	-5.3	-1.6	-0.8	-6.5	-0.7	-1.5	0.4	-5.1	2.9	3.8
Nc1ccn([C@@H]2O[C@H](CNCc3cccc4c3sc3ccccc34)[C@@H](O)[C@H]2O)c(=O)n1	6.4	-2.5	1.8	-1.1	-0.2	2.4	1.9	1.3	-3.8	3.2
COc1ccc(NC(=O)CSc2nnc(C3CC3)n2N)cc1	-13.0	4.7	4.2	5.4	-0.6	1.2	0.3	3.3	3.7	8.9
CCOC(=O)N1CCN(Cc2cccs2)CC1	16.0	0.4	0.2	-0.1	-0.2	5.2	6.7	8.0	-0.6	3.9
CC(C)Oc1ccc(C(=O)Nc2ccccc2N2CCCC2)cc1	-5.4	-1.9	2.2	0.3	-0.1	1.9	-3.0	3.1	1.0	5.9
COc1cccc(CNC(=O)Cn2ccc3cc(S(=O)(=O)N4CCCC4)ccc32)c1OC	-9.7	6.7	-1.6	-7.7	1.0	-2.0	-1.0	2.6	-2.1	-1.5
Cc1ccccc1CS(=O)(=O)CCC(=O)NCCCN1CCOCC1	7.5	0.6	2.1	-5.4	0.1	1.5	1.9	3.9	-2.9	-3.7
CCC(=O)Nc1ccc(NC(=O)c2cccc(OC)c2)nc1	13.7	5.6	-2.0	-1.1	0.6	5.6	-2.1	0.8	0.0	-1.4
c1coc(-c2nc3nc4ccccc4nc3n2-c2ccc3c(c2)OCCO3)c1	3.2	-5.6	1.5	-6.1	0.3	-1.2	-7.4	-4.1	-2.2	-0.8
Cc1cc2cc(CN(Cc3cccs3)Cc3nnnn3CC3CCCO3)c(=O)[nH]c2cc1C (configuration not stated)	8.6	2.0	3.0	-0.4	-0.8	-1.8	1.4	-7.7	5.4	9.4
CC(C)C(=O)N1CCC(n2nccc2NC(=O)CCc2ccccc2)CC1	-8.7	5.6	-2.6	8.1	0.1	-2.7	-3.6	-3.7	1.2	12.5
CC1(C)Cc2c(C#N)c(N)sc(=S)c2CS1	-10.0	11.8	5.3	9.2	0.4	-28.0	0.1	-36.2	-9.0	-10.1
CCOC(=O)c1n[nH]n2c1nc(=O)c1ccccc12	4.5	-2.2	-0.3	12.3	0.0	-3.3	1.3	-12.3	0.6	5.3
COc1ccc(C(O)c2nc(-c3cnc4ccccc4c3)cs2)cc1 (configuration not stated)	-7.0	-10.5	8.4	4.3	0.3	1.3	3.4	0.4	-1.7	-14.6
Cn1nnc(C(O)CNCc2ccc(Cl)cc2)n1 (configuration not stated)	10.7	1.6	0.0	-9.7	0.3	-2.3	-3.9	-3.4	-2.5	-3.6

Assay outcomes from PubChem.
